# MBNL1-CUG inh = blocks human MBNL1 binding to CUG repeat RNA. Potency, µM (doses to about 57.5 µM), for the others: top-dose activity change, negative = inhibition, usual class: inhibitors. 280,000 compounds, 0.036% hits. AID 2675. TR-FRET MBNL1-His/biotin-(CUG)12 binding, 665/545 ratio. Q9NR56; active means well fitted inhibition curve with a large enough effect in the signal ratio, with a control signal flat, not every such curve was filed as active; inconclusive means small, poorly fitted or top-dose-only effect, or effect the other way, or a change in a side signal; inactive means no such curve, though single readings can be large or run the other way; the % refers to the signal ratio; further: potency means the concentration at half of the fitted maximal effect; on the % scale 0 is the no-effect control and ±100 the full control effect
# Target sequence (Q9NR56 whole entry, looked up): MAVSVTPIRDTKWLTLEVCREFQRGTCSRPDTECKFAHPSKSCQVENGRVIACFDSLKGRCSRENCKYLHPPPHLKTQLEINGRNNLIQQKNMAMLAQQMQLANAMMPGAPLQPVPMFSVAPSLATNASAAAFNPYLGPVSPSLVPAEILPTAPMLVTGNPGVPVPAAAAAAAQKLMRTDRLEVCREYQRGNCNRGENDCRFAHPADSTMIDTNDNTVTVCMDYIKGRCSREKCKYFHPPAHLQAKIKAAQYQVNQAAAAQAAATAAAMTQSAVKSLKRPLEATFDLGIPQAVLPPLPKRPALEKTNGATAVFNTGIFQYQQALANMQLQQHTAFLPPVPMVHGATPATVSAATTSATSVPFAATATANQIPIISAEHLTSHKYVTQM
#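 MBNL1-His + Biotin-(CUG)12, cpd titration 92 nM–58 uM; Tb anti-His Ab 0.055 ng/ul, SA-XL665 5 nM (final); 60 min RT; ratiometric 665/545 nm, Ex 340 nm; normalized to buffer and full-complex controls.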
# S-ASM inh = blocks human secretory acid sphingomyelinase | P17405 | 340,000 compounds, 0.006% hits | placental ASM, HMU-PC fluorogenic substrate, 60 min | Potency, µM (top dose mostly 57.5 µM), for inactives: at the highest dose activity change, negative = inhibition, usual class: inhibitors | AID 504937; further: potency means the concentration at half of the fitted maximal effect
#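 Human placenta-derived ASM enzyme was preincubated with compound for 10 minutes at room temperature, then given fluorogenic substrate HMU-PC0 (9 uM final) for 60 minutes at 37 °C; a pH 10 stop preceded fluorescence reading at Ex 386/Em 447 nm.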
# BCR signal inh = chronic active BCR signaling inhibition | ABC-DLBCL IkBa-CBG/CBR reporter, luminescence ratio, 4 h | AID 493014 | Potency, µM (top dose mostly 46.1 µM), without a hit: at the highest dose ratio change, negative = lower green/red ratio, most hits filed as inhibitors | 340,000 compounds, 0.05% hits; active means well fitted inhibition curve with a large enough effect in the signal ratio, with a control signal flat, not every such curve was filed as active; inconclusive means small, poorly fitted or top-dose-only effect, or effect the other way, or a change in a side signal; the % refers to the signal ratio;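 further: potency means the concentration at half of the fitted maximal effect; plate controls were basal doxycycline-induced cells for no effect and cells given 10 µM MG132 for full effect; MG132 reads +100%, hits lower the ratio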
#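 TMD8 human ABC-DLBCL cells with doxycycline-inducible IκBα–green luciferase fusion and unfused red luciferase, in 0.5% FBS medium; compounds up to 46 uM, 4 h at 37C. Green/red luminescence ratio, filter-overlap corrected, fitted to concentration-response curves.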
# TSHR antag = blocks TSH signaling through the human TSH receptor; TSHR-expressing cells, TSH-stimulated cAMP HTRF, 2 h; stronger effect = lower value; activity change, negative = inhibition, % at 11.5 µM; 330,000 compounds, 0.2% hits;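 active means activity change below a set negative limit, meaning inhibition stronger than a set level, cut at about -70% in these data; inconclusive means activity change between two set negative limits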; further: on the % scale 0 is the no-effect control and ±100 the full control effect
#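 TSHR-expressing cells, 200/well, pre-treated with compound, then stimulated with EC80 TSH (4nM final) for 2 hours at 37 deg C. cAMP measured by competitive HTRF: anti-cAMP cryptate antibody in lysis buffer plus cAMP-d2, read after 30 minutes at room temperature.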
# Mito fusion yeast = mitochondrial division inhibition or fusion activation | S. cerevisiae fusion-defective mutant growth rescue, CellTiterGlo 48 h | Potency, µM (highest dose often 46.1 µM), inactives show top-dose growth rescue (activation), hits mostly activators | 320,000 compounds, 0.23% hits | AID 485298;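 further: potency means the concentration at half of the fitted maximal effect; % of control where 0% means no effect; nearly all actives have a fitted effect of over 45% in size; temperature-sensitive fusion mutants such as fzo1-1 at 37 °C on non-fermentable ethanol glycerol medium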
#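 Yeast fusion mutant, YPEG (non-fermentable carbon), compound, 48 h at 37C non-permissive; CellTiterGlo added, 10 min RT, luminescence read. Rescued growth = division inhibition.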
# Menin-MLL TR inh = menin-MLL binding inhibition, Texas Red mutant peptide; AID 1768; Menin + Texas Red MLL mutant peptide, fluorescence polarization; 270,000 compounds, 0.23% hits; Potency, µM (titrated, usually from 61.6 µM), for the others: at the top dose FP activity change, negative = inhibition, usual class: inhibitors; active means well fitted inhibition curve with a large enough effect in the polarisation, with a control signal flat, not every such curve was filed as active; inconclusive means small, poorly fitted or top-dose-only effect, or effect the other way, or a change in a side signal; inactive means no such curve, though single readings can be large or run the other way; the % refers to the polarisation; further: potency means the concentration at half of the fitted maximal effect; % of control where 0% means no effect; many of its hits are not listed in these tables
# Target sequence (O00255 whole entry, looked up): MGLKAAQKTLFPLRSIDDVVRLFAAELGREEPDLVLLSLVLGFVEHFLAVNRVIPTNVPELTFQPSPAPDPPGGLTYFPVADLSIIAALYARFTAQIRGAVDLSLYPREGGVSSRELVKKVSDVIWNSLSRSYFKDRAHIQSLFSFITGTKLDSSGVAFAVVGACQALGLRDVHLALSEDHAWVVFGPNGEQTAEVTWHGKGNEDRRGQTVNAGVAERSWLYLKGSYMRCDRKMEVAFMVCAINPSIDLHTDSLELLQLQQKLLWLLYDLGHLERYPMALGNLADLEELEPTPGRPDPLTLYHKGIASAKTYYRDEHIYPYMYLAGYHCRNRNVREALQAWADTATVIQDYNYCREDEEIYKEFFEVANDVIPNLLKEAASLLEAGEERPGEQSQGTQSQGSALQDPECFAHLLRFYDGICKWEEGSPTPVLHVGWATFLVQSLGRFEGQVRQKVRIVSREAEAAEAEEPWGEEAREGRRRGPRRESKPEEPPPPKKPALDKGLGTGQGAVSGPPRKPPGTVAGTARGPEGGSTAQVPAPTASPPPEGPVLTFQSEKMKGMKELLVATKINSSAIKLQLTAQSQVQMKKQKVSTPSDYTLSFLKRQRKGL
# PKM2 act = activators of human pyruvate kinase M2 | AID 1631 | purified PKM2, Kinase-Glo ATP luminescence, activation; response scale: 0% is enzyme alone, no compound | P14618 | 260,000 compounds, 0.34% hits | Potency, µM (doses to about 57.5 µM), for inactives: at the top dose activation, actives largely listed as activators; further: potency means the concentration at half of the fitted maximal effect; on the % scale 0 is the no-effect control and ±100 the full control effect; nearly all actives have a fitted effect of over 55% in size
#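 Purified hPK-M2 (>95%) run at intermediate activity with 0.1 mM ADP and 0.5 mM PEP in 50 mM imidazole pH 7.2, KCl, MgCl2; 1 h room temperature. ATP formed read by Kinase-Glo luminescence; normalized to uninhibited and no-enzyme controls.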
# GALK inh = galactokinase (human) inhibition | P51570 | Purified GALK, Kinase-Glo residual ATP luminescence | Potency, µM (titrated, usually from 57.5 µM), for the others: at the top dose activity change, negative = inhibition, most hits filed as inhibitors | 270,000 compounds, 0.007% hits; further: potency means the concentration at half of the fitted maximal effect; on the % scale 0 is the no-effect control and ±100 the full control effect
#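 ATP-depletion format; final 35 uM ATP, 100 uM D-galactose, 5 nM enzyme; pH 8.0 HEPES/Mg2+ buffer; 60 min RT; luminescence read 10 min after detection reagent.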
# Eya2 inh = inhibitors of human Eya2 phosphatase activity; Potency, µM (top dose mostly 76.9 µM), for the others: at the top dose activity, negative = inhibition, hits mostly inhibitors; 330,000 compounds, 0.006% hits; O00167; recombinant Eya2, OMFP fluorescence dephosphorylation (OMFP is methylfluorescein phosphate); further: potency means the concentration at half of the fitted maximal effect; on the % scale 0 is the no-effect control and ±100 the full control effect
#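 Eya2 (0.2 uM) preincubated 10 min at ambient with compound, then OMFP substrate added at 50 uM; 10 min reaction in 50 mM HEPES pH 7.5, 50 mM NaCl, 5 uM MgCl2, 0.05% BSA, 1 mM DTT. Fluorescence read at Ex 485/Em 525 nm.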
# USP2a block = inhibitors of human ubiquitin-specific protease USP2a | O75604 | USP2 core, Ub-CHOP2 coupled fluorogenic reporter, 485/531 | Potency, µM (doses to about 38.3 µM), for inactives: at the highest dose activity change, negative = inhibition, most hits filed as inhibitors | 330,000 compounds, 0.01% hits | AID 463254;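 further: potency means the concentration at half of the fitted maximal effect; plate controls were DMSO wells for no effect and full inhibition by NEM control for full effect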
#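 Cell-free coupled assay: 10nM USP2 core preincubated 30min RT with compound in Tris-HCl pH 8.0/CaCl2/CHAPS buffer, then 25nM Ub-CHOP2 and 25nM reporter substrate; fluorescence (Ex 485/Em 531) read after 60min RT, normalized to NEM inhibition, concentration-response curves fitted.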
# KCNH2 WT inh = KCNH2 (human, wildtype) channel inhibition | Q12809 | U2OS, BacMam KCNH2, thallium flux FluxOr; stronger effect = lower value | activity change, % at 1.84 µM | 340,000 compounds, 0.37% hits;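 active means maximum activity change below -70%; inconclusive means maximum activity change between -70% and -50%; inactive means maximum activity change above -50%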; further: on the % scale 0 is the no-effect control and ±100 the full control effect
#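 U2OS cells transduced with wild-type KCNH2 virus are loaded with FluxOr dye for 45 min, and thallium flux is measured in kinetic reads before and after stimulation buffer. Rate constants are normalized to DMSO controls.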
# * = called active by the depositor; ? = inconclusive; / = not tested or not shown; [ ] = remark or other dose. Unless noted, the call rests on the fitted dose curve; in most records, active means well fitted curve in the direction sought with a large enough effect; inconclusive means small, poorly fitted or top-dose-only effect, or another doubt; inactive means no such curve, though single readings can be large; an effect the other way counts as inactive or inconclusive.
SMILES,MBNL1-CUG inh,S-ASM inh,BCR signal inh,TSHR antag,Mito fusion yeast,Menin-MLL TR inh,PKM2 act,GALK inh,Eya2 inh,USP2a block,KCNH2 WT inh
CCOc1cccc(NC(=O)Cc2cccs2)c1,-7%,1%,0%,-15,-4%,-3%,6%,1%,3%,-1%,-22
Cn1ccnc1/C(=N\NC(=O)c1ccccc1)c1cccc([N+](=O)[O-])c1,?,-1%,?,2,5%,-13%,/,10%,24%,1%,-3
COc1ccc(C2(O)CC3CCC(C2)N3c2cc(C)nc(-c3ccccc3)n2)cc1 (stereo unspecified),-3%,-2%,?,2,-2%,25%,1%,1%,33%,-14%,3
CC[n+]1c(P(=O)([O-])c2ccccc2)[nH]c2ccccc21,3%,-1%,-11%,5,-1%,1%,-5%,/,-1%,2%,1
COCCN=C1NN=C(c2ccc(C)c([N+](=O)[O-])c2)CS1,?,2%,-1%,3,-4%,-4%,1%,-2%,-3%,-2%,0
CCOC(=O)C1(CC2CCCCO2)CCN(Cc2cc3ccccc3[nH]2)CC1 (stereo unspecified),?,7%,?,-4,?,?,6%,0%,-9%,3%,15
CC1CCN(C(=O)CCc2ccc(S(=O)(=O)NC(C)C)cc2)CC1,-1%,4%,5%,2,-4%,-4%,2%,-1%,7%,-1%,6
COC(=O)c1ccc(N2C(=O)CC(N3CCC(O)(c4ccc(Br)cc4)CC3)C2=O)cc1 (stereo unspecified),2%,-2%,9%,4,-12%,2%,2%,-2%,-1%,2%,2
O=C(COC(=O)CCSc1ccccc1)Nc1cc(F)ccc1F,/,0%,-7%,-2,5%,12%,-1%,12%,-6%,-4%,5
CCN(CC)CC1(O)CCN(C(=O)c2ccc(Cl)c(Cl)c2)CC1,-1%,2%,0%,-5,-4%,-2%,-2%,0%,-4%,1%,9
O=[N+]([O-])c1ccc(F)c(N=Cc2ccc(Br)s2)c1,?,14%,-4%,0,-5%,-3%,-7%,0%,5%,0%,-20
Cc1cc(CNC(=O)c2cc(COc3ccc(F)c(F)c3)on2)nn1C,0%,2%,3%,-12,-2%,0%,0%,-3%,5%,1%,-1
Cc1ccc(CNc2nc3ccccc3n2C)cc1,-1%,-6%,5%,17,-8%,10%,-11%,0%,-8%,0%,12
Cc1cc(NS(C)(=O)=O)c(=O)n(Cc2c(F)cccc2Cl)c1,3%,2%,?,26,-2%,-13%,7%,-7%,8%,1%,-42
Cc1cc(C)c(COCc2cc(/C=N/O)c(C)cc2C)cc1/C=N/O,2%,-10%,4%,-5,10%,2%,4%,-3%,1%,4%,-3
CNC(=O)c1cc(S(=O)(=O)N2CC(C)OC(C)C2)ccc1N1CCCCC1 (stereo unspecified),-5%,0%,1%,2,-1%,-13%,2%,5%,-4%,0%,-5
CCOC(=O)c1sc2nc(CSc3ccccc3)nc(N3CCCN(C)CC3)c2c1C,0%,-2%,-23%,32,3%,-30%,-10%,0%,-11%,-8%,19
O=C(CNC(=O)c1ccco1)N/N=C/c1ccccc1[N+](=O)[O-],?,-3%,1%,7,-9%,1%,3%,0%,-4%,0%,4
COCCCNC(=S)N/N=C/c1ccc(N(C)C)cc1,3%,401%[activator],-19%,-10,1%,-1%,1%,0%,3%,-2%,3
COc1ccc2nc(/N=C(\N)NC(=O)C(C)(C)C)nc(C)c2c1,-4%,497%[activator],?,-4,2%,59%[activator],11%,-3%,-4%,4%,11
COC(=O)c1c(NC(=O)c2ccccc2)sc(C(N)=O)c1C,6%,30%,8%,-3,4%,-17%,1%,12%,5%,0%,-11
COc1ccc(CCC(=O)Nc2cccc(S(=O)(=O)N3CCCCCC3)c2)cc1,/,-1%,-8%,-15,2%,/,/,/,4%,0%,2
OC1CCCN(C(=S)NCc2ccccc2)C1 (stereo unspecified),-12%,5%,1%,19,4%,0%,-4%,2%,1%,0%,-2
CC(C)C(OC(=O)c1ccco1)C(=O)NC1CCCCC1 (stereo unspecified),-2%,2%,-1%,-4,-3%,0%,-4%,1%,-6%,-4%,-21
O=c1c(-c2cccc([N+](=O)[O-])c2)[n+]([O-])c2ccccc2n1O,?,-3%,?,0,5%,/,-8%,-2%,-8%,2%,1
O=C(NCC1CCCO1)c1ccccc1S(=O)(=O)c1ccc([N+](=O)[O-])cc1 (stereo unspecified),?,0%,3%,-2,-1%,-19%,13%,8%,-3%,0%,3
O=C(O)c1cc2cccc(S(=O)(=O)N3CCCCC3)c2cc1O,41%[activator],9%,12%,-4,-6%,?,-4%,-5%,1%,2%,-20
O=C(CSC(=S)N1CCOCC1)c1ccccc1,/,0%,?,7,-3%,7%,-3%,0%,4%,-5%,-3
O=C(NC(=S)Nc1ccc2oc(=O)ccc2c1)c1ccco1,11%,0%,?,5,7%,/,0%,/,-8%,-1%,-6
Cc1ccc(NC(=O)c2ccco2)c(NC(=O)c2ccc(Cl)cc2)c1,1%,-1%,-14%,-7,3%,7%,/,1%,-1%,3%,7
COc1ccccc1CNC(=O)c1nccnc1CO,5%,1%,4%,-1,-16%,-1%,/,/,-12%,2%,-4
NC(=O)C1CC(=O)N(c2ccc(OCC(=O)Nc3cccc(C(F)(F)F)c3)cc2)C1 (stereo unspecified),-6%,-1%,0%,-17,0%,?,-9%,3%,-1%,0%,-24
Cc1ccccc1C(=O)N1CCC(C(=O)Nc2ccccc2N2CCCC2)CC1,/,-5%,12%,5,4%,/,/,/,-13%,-2%,-1
O=c1[nH]c(CSc2nnc3ccccn23)nc2cc(C(F)(F)F)ccc12,-7%,/,3%,3,-3%,20%,-2%,2%,-1%,1%,/
COC(=O)c1ccccc1NC(=O)CSc1nncn1-c1ccccn1,-5%,-4%,-26%,12,4%,4%,0%,-2%,0%,0%,-15
COc1ccc(NC(=O)CCc2nc(-c3ccc(C)cc3)no2)c(OC)c1,-10%,-1%,3%,-3,7%,-2%,1%,7%,0%,2%,-1
CCOC(=O)/C(=N\Nc1ccccc1Cl)N1CCN(C)CC1,-6%,-2%,-5%,-7,0%,-10%,-2%,0%,1%,0%,-1
Cc1cc(C(=O)OCC(=O)N2CC(=O)Nc3ccccc32)no1,4%,3%,3%,-4,-1%,-3%,-1%,1%,14%,1%,3
Cc1ccc(CN2C(=O)CCSc3ccc(Cl)cc32)cc1,-2%,-6%,-4%,-6,6%,-1%,-1%,-1%,-13%,-11%,-4
O=C(COC(=O)C12CC3CC(CC(C3)C1)C2)Nc1nc2c(F)c(F)c(F)cc2s1,-1%,-8%,4%,-10,-7%,-19%,5%,0%,-1%,-7%,5
COc1cccc(C2=NC(C)(C)NC(c3ccccc3O)C2)c1 (stereo unspecified),2%,0%,?,4,4%,-19%,0%,0%,-1%,4%,34
CCCCc1ccc(NC(=S)NCc2ccc(OC)cc2)cc1,-2%,-2%,?,-4,2%,0%,1%,-3%,-5%,-2%,/
Cc1cc(=O)oc2cc(OCC(=O)N3c4ccccc4CC3C)ccc12 (stereo unspecified),-8%,63%[activator],3%,-4,8%,-18%,-6%,3%,3%,3%,-2
COc1ccc(COCC(O)CN2CCC(C(N)=O)CC2)cc1OC (stereo unspecified),/,0%,?,-7,10%,14%,-6%,10%,5%,0%,-19

# High-throughput results (PubChem)

# An excerpt; count on the stated rates, not on these rows.
